High-throughput results: PubChem BioAssay, National Center for Advancing Translational Sciences (NCATS)
GALK inhibitor: galactokinase (human) inhibition | P51570 | Purified GALK, Kinase-Glo residual ATP luminescence | Potency, µM (series often up to 57.5 µM), inactives show top-dose activity change, negative = inhibition, most hits filed as inhibitors | 0.007% of 270,000 active | AID 1868; note: potency is the fitted concentration of half-maximal effect; % is set by controls: 0 for no effect and ±100 for the full control effect
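GALK at 5 nM final was combined with compound, 35 uM ATP and 100 uM galactose in HEPES pH8.0 with MgCl2 and DTT. The reaction ran one hour at room temperature before luminescent ATP detection.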
Giardia killer: kills Giardia lamblia; Giardia lamblia trophozoite viability; activity change, % at 7.66 µM, hits read low; 0.15% of 340,000 active; AID 540267; in the data active = activity change below about -80%; inconclusive = between about -30% and that limit;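 note: parasites exposed to compound for two days anaerobically before the ATP read; % is set by controls: 0 for no effect and ±100 for the full control effect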
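Killing of trophozoites was scored by loss of ATP luminescence after a 48 hrs anaerobic exposure to compounds at 37 deg C, using 100 cells per well.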
TCR act: activators of T cell receptors | Potency, µM (highest dose often 9.22 µM), without a hit: top-dose activation of IL-2 secretion, actives largely listed as activators | primary human leukocytes, anti-CD3, IL-2 HTRF, 48 h | 330,000 tested, under 10 active | AID 504894; note: % of control where 0% means no effect
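Compounds are tested in HTS on primary human leukocytes co-incubated with a-CD3 beads for 48 hr. IL-2 output is measured by time-resolved FRET.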
FBPA coupling cs: counter-screen for Giardia aldolase inhibitors: coupling enzyme system; coupling enzyme system counterscreen, AmpLite Red fluorescence; activity change, negative = inhibition, % at 58.2 µM, hits read low; 0.67% of 290,000 active; in the data active = activity change below about -30%; note: % is set by controls: 0 for no effect and ±100 for the full control effect
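Fluorescence at 525 nm excitation and 598 nm emission measured inhibition of the coupled detection system without aldolase. Compounds (at 57.5 uM final) were preincubated 10 min at room temperature with coupling enzyme reagent before a 20 min substrate/AmpLite Red step.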
CXXC DNA block: blocks binding of human MLL CXXC domain to DNA; Q03164; MLL-CXXC / FITC-HOXA9 DNA fluorescence polarization; Potency, µM (doses to about 115 µM), for inactives: at the highest dose activity change, negative = inhibition, most hits filed as inhibitors; 0.037% of 290,000 active; active = well fitted inhibition curve with a large enough effect in the polarisation, with a control signal flat, not every such curve was filed as active; inconclusive = small, poorly fitted or top-dose-only effect, or effect the other way, or a change in a side signal; inactive = no such curve, though single readings can be large or run the other way; the % refers to the polarisation; note: potency is the fitted concentration of half-maximal effect
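Purified MLL-CXXC (added from a 7 uM solution) was preincubated 5 min at ambient with pinned compounds in 50 mM Tris-HCl pH 7.5, 50 mM NaCl, 1 mM DTT, 0.05% BSA. Fluorescein-labeled HOX-A9 DNA (50 nM solution) followed, 30 min, then polarization read.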
AT treatment: potential ataxia-telangiectasia treatment. […] A-T fibroblasts, KAP-1 phosphorylation AlphaLISA; neocarzinostatin DNA damage 30 min before lysis. Potency, µM (series often up to 57.5 µM), without a hit: at the top dose activation, most hits filed as activators. 0.19% of 320,000 active. AID 485349; note: potency is the fitted concentration of half-maximal effect; % of control where 0% means no effect; nearly all actives have a fitted effect of over 45% in size
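ATM-like activity read as KAP-1 phosphorylation via AlphaLISA donor/acceptor antibody pairs after lysis and 6 hr at 25C. Cells were ATM-null patient fibroblasts ([…], hTERT), dosed 60 min, then exposed to the DSB inducer NCS for 30 min.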
KCNH2 WT inh: inhibitors of human wildtype KCNH2 potassium channel; Q12809; U2OS, BacMam KCNH2, thallium flux FluxOr; active compounds read low; activity change, % at 1.84 µM; 0.37% of 340,000 active; AID 720551;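 active = maximum activity change below -70%; inconclusive = maximum activity change between -70% and -50%; inactive = maximum activity change above -50%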; note: % is set by controls: 0 for no effect and ±100 for the full control effect
Target sequence (Q12809 whole entry, looked up): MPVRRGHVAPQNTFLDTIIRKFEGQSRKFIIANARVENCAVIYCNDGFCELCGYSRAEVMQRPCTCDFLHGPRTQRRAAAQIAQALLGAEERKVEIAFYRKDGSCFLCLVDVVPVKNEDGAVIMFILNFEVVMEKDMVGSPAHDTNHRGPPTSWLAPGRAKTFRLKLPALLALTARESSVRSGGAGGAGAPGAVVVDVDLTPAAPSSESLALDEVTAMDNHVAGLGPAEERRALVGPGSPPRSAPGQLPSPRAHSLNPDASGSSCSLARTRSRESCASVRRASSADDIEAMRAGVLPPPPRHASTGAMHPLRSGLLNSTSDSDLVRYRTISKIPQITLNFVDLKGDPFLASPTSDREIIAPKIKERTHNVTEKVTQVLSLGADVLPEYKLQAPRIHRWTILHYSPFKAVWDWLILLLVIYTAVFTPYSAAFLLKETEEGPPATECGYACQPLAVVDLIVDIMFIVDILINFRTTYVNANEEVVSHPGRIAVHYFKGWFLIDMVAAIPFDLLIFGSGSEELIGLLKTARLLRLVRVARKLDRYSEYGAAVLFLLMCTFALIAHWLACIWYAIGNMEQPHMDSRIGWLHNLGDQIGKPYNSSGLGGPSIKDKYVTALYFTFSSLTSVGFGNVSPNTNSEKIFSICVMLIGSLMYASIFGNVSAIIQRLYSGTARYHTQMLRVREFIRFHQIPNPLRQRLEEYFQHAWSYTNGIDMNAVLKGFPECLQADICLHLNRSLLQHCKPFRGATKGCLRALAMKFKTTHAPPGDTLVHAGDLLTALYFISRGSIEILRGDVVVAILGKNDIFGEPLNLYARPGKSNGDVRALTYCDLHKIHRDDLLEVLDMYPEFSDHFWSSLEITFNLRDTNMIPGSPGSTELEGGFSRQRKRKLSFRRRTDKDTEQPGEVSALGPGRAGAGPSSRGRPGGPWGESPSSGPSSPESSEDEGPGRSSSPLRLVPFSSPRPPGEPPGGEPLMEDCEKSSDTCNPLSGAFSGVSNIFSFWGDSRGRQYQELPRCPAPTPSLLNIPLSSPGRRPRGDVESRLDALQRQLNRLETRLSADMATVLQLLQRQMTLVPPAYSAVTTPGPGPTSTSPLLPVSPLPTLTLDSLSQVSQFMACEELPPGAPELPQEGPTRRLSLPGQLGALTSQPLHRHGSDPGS
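U2OS cells transduced with wild-type KCNH2 virus are loaded with FluxOr dye for 45 min, and thallium flux is measured in kinetic reads before and after stimulation buffer. Rate constants are normalized to DMSO controls.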
TSHR antag: antagonists of human thyroid stimulating hormone receptor; TSHR-expressing cells, TSH-stimulated cAMP HTRF, 2 h; active compounds read low; activity change, negative = inhibition, % at 11.5 µM; 0.2% of 330,000 active; AID 504810;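 active = activity change below a set negative limit, meaning inhibition stronger than a set level, cut at about -70% in these data; inconclusive = activity change between two set negative limits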; note: % is set by controls: 0 for no effect and ±100 for the full control effect
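Antagonism was scored as loss of TSH-driven cAMP in TSHR cells, stimulated with 4nM TSH (EC80) for 2 hours at 37 deg C and detected by homogeneous HTRF competition immunoassay.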
Chronic BCR inh: inhibitors of chronic active B-cell receptor signaling; ABC-DLBCL IkBa-CBG/CBR reporter, luminescence ratio, 4 h; Potency, µM (series often up to 46.1 µM), without a hit: at the top dose ratio change, negative = lower green/red ratio, most hits filed as inhibitors; 0.05% of 340,000 active; AID 493014; active = well fitted inhibition curve with a large enough effect in the signal ratio, with a control signal flat, not every such curve was filed as active; inconclusive = small, poorly fitted or top-dose-only effect, or effect the other way, or a change in a side signal; the % refers to the signal ratio;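 note: potency is the fitted concentration of half-maximal effect; plate controls were basal doxycycline-induced cells for no effect and cells given 10 µM MG132 for full effect; MG132 reads +100%, hits lower the ratio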
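TMD8 human ABC-DLBCL cells with doxycycline-inducible IκBα–green luciferase fusion and unfused red luciferase, in 0.5% FBS medium; compounds up to 46 uM, 4 h at 37C. Green/red luminescence ratio, filter-overlap corrected, fitted to concentration-response curves.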
Tb PFK block: T. brucei PFK enzyme inhibition. T. brucei PFK, ADP-Glo luminescence. Potency, µM (series often up to 57.5 µM), for the others: at the top dose activity, negative = inhibition, usual class: inhibitors. 0.17% of 330,000 active. AID 485367. O15648;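 note: potency is the fitted concentration of half-maximal effect; 0% = uninhibited 1x PFK enzyme wells and -100% = no-enzyme wells; nearly all actives have a fitted effect of over 60% in size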
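1.25 nM PFK with 0.5 mM F6P and 0.1 mM ATP in 0.1 M TEA pH 8.0, 5 mM MgCl2, incubated 45 min at room temperature; ADP measured by ADP-Glo luminescence; compounds titrated up to 57 uM.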
Numbers without * were called inactive; ? = inconclusive; / = not tested or not shown; & = joins results of further samples; [ ] = another dose, or the depositor's remark. Unless noted, calls come from the whole dose curve; as a rule, active = well fitted curve in the direction sought with a large enough effect; inconclusive = small, poorly fitted or top-dose-only effect, or another doubt; inactive = no such curve, though single readings can be large; an effect the other way counts as inactive or inconclusive.

The line under a structure holds: Giardia killer, FBPA coupling cs, TSHR antag, Chronic BCR inh, TCR act, Tb PFK block, KCNH2 WT inh, CXXC DNA block, AT treatment, GALK inhibitor
C=CCSc1nc2sc3c(c2c(=O)n1CC=C)CCc1ccccc1-3
→ -5, -2, -15, 9%, -6%[46.1 µM], 1%, 1, 14%, -5%, 0%
COc1ccc(N2CCN(c3nc4ccc(C)cn4c(=O)c3C=O)CC2)cc1
→ -3, -8, -24, ?, 1%, 4%, -5, -7%, -7%, -1%
O=C(NC1CCCCC1)N1CCN(C(=O)c2ccco2)CC1
→ -19, 5, 12, -12%, /, 1%, -1, -1%, 1%, 0%
Cc1ccccc1NC(=O)c1ccccc1NC(=O)c1ccco1
→ -5, 2, 15, 0%, -3%, 0%, 1, 21%, 3%, -1%
CCOC(=O)C(=CNc1cc(C)nn1-c1ccccc1)C(=O)OCC
→ 12, 2, -18, ?, 7%, 0%, -11, -4%, -10%, 4%
CSCCC(NS(=O)(=O)c1cccs1)C(=O)NCc1ccccc1 (stereo not given)
→ 5, 5, -5, 0%, 7%, 5%, -3, 2%, 3%, /
COC(=O)CCCC1=CC2=C(c3ccccc3)C(=O)C(C)(OC(=O)C3CCCC3)C(=O)C2=CN1c1ccc(OC)cc1 (stereo not given)
→ 3, -14&-13, -12, 4%, -7%, -12%, 2, -2%, -19%, 0%
CN1CCN(c2c(F)cc3c(=O)c(C(=O)O)cn4c3c2OCN4C)CC1
→ -4, -5, 3, 10%, 3%, -1%, 0, 4%&-11%, 35%, 0%
Cc1ccc(S(=O)(=O)NCc2cc(=O)n(C)c(=O)n2C)cc1C
→ -6, 0, 39, 3%, -2%, 3%, -1, -5%, 7%, 0%
Cc1cc(Cl)c(OCCCn2ccnc2)c(Br)c1
→ -20, 4, -2, ?, -2%[46.1 µM], 6%, 13, 5%, -1%, 0%
CCOc1cc(CNCC2CCCN2CC)cc(Cl)c1OC (stereo not given)
→ 14, 0, -2, 9%, -7%, 0%, 0, 12%, -3%, 2%
CC(=O)NCC(=O)OC(C)C(=O)Nc1ccc(C(C)=O)cc1 (stereo not given)
→ 2, 2, -2, 0%, /, -6%, -7, -1%, 1%, 1%
CC1CC(C)(C)NC(=S)N1CCCC(=O)Nc1ccc(Cl)cc1 (stereo not given)
→ 4, -1, -1, -7%, 0%, 0%, -17, 5%, -3%, 10%
O=C(CN1CCN(S(=O)(=O)c2ccc(Cl)c(Cl)c2)CC1)N1CCCC1
→ 7, /, 4, ?, 4%, -1%, 6, /, 5%, /
N#Cc1ccc(NC(=S)Nc2ccccc2)cc1
→ 3, 1, 1, ?, 0%[46.1 µM], -13%, -13, 0%, 10%, 0%
C=CCNC(=S)Nc1ccc(F)cc1F
→ 9, 3, 0, 0%, -3%[46.1 µM], 0%, 11, 0%, 3%, 1%
COc1ccc(C(c2nnnn2C2CCCC2)N2CCN(C3CCCC3)CC2)cc1OC (stereo not given)
→ 7, 0, -3, 1%, -1%, 0%, 10, -2%, 10%, -1%
COc1ccc(C2CC(c3cccs3)=NN2c2nc(C)c(C(C)=O)s2)cc1OC (stereo not given)
→ 8, -13, 17, ?, 3%, 0%, 4, 6%, 25%, 1%
O=[N+]([O-])c1cc(/C=N/OCc2c(Cl)cccc2Cl)ccc1N1CCOCC1
→ -1, 1, -21, ?, 0%, 1%, 3, 1%, -17%, -1%
O=c1sc2ccccc2n1CCOc1ccccc1
→ -5, 1, -13, ?, -3%, 2%, 0, 11%, 6%, 1%
COc1cc2c(cc1OC)C(C)N(C(=O)Cn1ncc3c1-c1ccccc1OC3)CC2 (stereo not given)
→ 3, 4, -3, -4%, 1%[46.1 µM], 0%, 13, -2%, 7%, 0%
O=C(Cc1ccccc1[N+](=O)[O-])NNC(=O)c1cccs1
→ 20, /, 25, -5%, -1%, 9%, 5, /, -10%, /
COc1ccc(-c2cc(-c3nnc(COC(=O)C4CC4)o3)c3ccccc3n2)cc1OC
→ 0, -1, -15, 4%, 5%[46.1 µM], -3%, 0, -1%, 1%, -2%
Cc1c(C(=O)N/N=C/c2ccncc2)no[n+]1[O-]
→ ?, 0, -11, ?, -7%, 0%, 3, 4%, -2%, -2%
Cc1ccc(C)c(Cn2c(O)c(N=NC(=S)Nc3ccccc3F)c3ccccc32)c1
→ -6, 0, 5, ?, -10%, -1%, /, 7%, 0%, -4%
COc1ccc(NC(=S)N(CCN(C)C)C(C)c2ccco2)cc1Cl (stereo not given)
→ 1, -1, 3, -1%, -6%, 2%, -2, 9%, 2%, 0%
N/C(Cc1cccc2ccccc12)=N\O
→ 9, -1, -8, -1%, -58%, 0%, -5, 2%, 8%, -3%
COc1ccc(CN2CCCC(C(=O)N(C)Cc3ccccc3)C2)cc1OC (stereo not given)
→ 23, 0, 4, 0%, -8%, 2%, -9, -6%, 1%, -1%
COc1ccc(C)cc1NC(=O)CSc1nc(SC)ns1
→ 5, -2, 3, 17%, 1%, -4%, -5, 28%, -11%, -1%
COC(=O)c1ccc2[nH]ccc2c1
→ -7, 1, -4, -10%, -2%, 4%, -8, 3%, 5%, /
CC(C)N1CC(C(=O)Nc2ccc(S(=O)(=O)N3CCCCC3)cc2)CC1=O (stereo not given)
→ 12, -3, 2, -3%, -21%, 0%, -5, -1%, 3%, -1%
Cc1cc(-n2c(=O)c(C#N)cc3c(=O)n4ccccc4nc32)no1
→ -14, -18, 4, 2%, -1%, ?, -1, 5%, 8%, -2%
N#Cc1c(N)sc2c1CCN(CCc1ccccc1)C2
→ -7, 5, -10, 17%, -1%[46.1 µM], 1%, 2, 8%, 4%, -5%
COC(C[C@@H](O)[C@@H](C)[C@H](O)COCc1ccccc1)OC
→ -6, 0, 3, 0%, 6%, 6%, -5, ?, 23%, -2%
CCN(CC(=O)Nc1cc(Cl)ccc1C)C(=O)C1COc2ccccc2O1 (stereo not given)
→ 50[activator], /, -5, -5%, 0%, -27%, 1, /, 10%, /
CCC1CCCCN1S(=O)(=O)c1ccc(NC(=O)c2snnc2C)cc1 (stereo not given)
→ -8, /, -5, 0%, 1%, 3%, -14, -4%, 3%, 1%
COc1ccc(-c2nnc(SCC(=O)Nc3nc4ccccc4s3)n2C)cc1
→ 5, 0, -2, -26%, -2%, 0%, 18, 52%[activator], 2%, -4%
Cc1ccc(OC(C)C(=O)Nc2ccccc2C(=O)NCc2cccnc2)cc1C (stereo not given)
→ 4, /, -6, ?, 1%, -6%, 2, 0%, 1%, 0%
CCOC(=O)C1=C(C)NC(=O)NC1c1cccnc1 (stereo not given)
→ -14, 1, 8, ?, 0%, 4%, -3, 8%, 17%, 2%
O=C(COC(=O)CC(c1ccccc1)c1ccccc1)NCc1ccc(Cl)cc1
→ 4, 0, 19, ?, 9%[46.1 µM], -3%, 1, 13%, 8%, 2%
O=C(NCCSc1c(-c2ccccc2)[nH]c2ccccc12)c1cc2ccccc2oc1=O
→ 0, -2, -10, 1%, 1%, -3%, 4, 16%, 21%, /
COc1ccc(NC(=O)COc2cccc3c2OC(C)(C)C3)c(OC)c1
→ 0, /, -4, 3%, /, 0%, -9, /, 4%, /
CC(NC(=O)c1ccco1)C(=O)OCC(=O)c1ccc(Cl)s1 (stereo not given)
→ -16, 2, 8, 3%, /, 2%, -224*, 6%, 2%, 2%
CCn1cc(/C=N/NS(=O)(=O)c2ccc(C)cc2)c(C)n1
→ -3, -17, 22, 2%, -4%, 1%, -7, -5%, -3%, 2%
CC(C)(C)C(=O)COC(=O)c1cccc(NC(=O)c2ccco2)c1
→ -6, 1, -13, -2%, -4%, -3%, -21, 14%, -6%, 0%
CCC1(C)N(O)C(C)(C)C(c2ccc(F)cc2)=[N+]1[O-] (stereo not given)
→ -12, -6, 4, 1%, -6%[46.1 µM], -3%, 0, -3%, 0%, -2%
Cc1ccc(C2=NNC(C(O)C(O)C(O)C(O)CO)S2)cc1 (stereo not given)
→ -2, 0, 9, ?, 1%, 1%, -1, 1%, 1%, -1%
CCOCCOc1cccc(C(=O)NC(c2ccccc2)C(C)C)c1 (stereo not given)
→ -14, 0, 6, -4%, -2%, -4%, 10, 6%, -5%, 3%
CNC(=O)N(O)C1N(NC(=O)Nc2cccc3ccccc23)C(=S)SC1(C)C (stereo not given)
→ -10, 9, 42, -2%, 1%[46.1 µM], 5%, 1, -4%, -2%, 1%
O=C(CCC1CCCCC1)NCCN1C2=NC[C@@H](Cc3ccccc3)N2C[C@H]1Cc1ccc(O)cc1
→ 4, 4, 3, ?, -5%, 2%, -116*, 0%, -3%, 0%
N=c1c[n+](-c2ccc(Cl)cc2)[n-]o1
→ 3, -5, 39, -7%, 1%, -10%, -7, -4%, -2%, -1%
CC(=O)NS(=O)(=O)c1ccc(Nc2ccc([N+](=O)[O-])c3nonc23)cc1
→ 20, -1, -3, 18%, -4%, 2%, 0, 35%[activator], -8%, 5%
COc1ccc(Cn2c(=O)cc(N)n(-c3ccccc3C)c2=O)cc1
→ -3, 4, 7, ?, 5%, 4%, 1, 1%, -3%, -3%
